# From PubChem BioAssay
# AGP1-GFP MLPCN: modulators of TOR pathway AGP1-GFP in S. cerevisiae; S. cerevisiae AGP1-GFP multiplex flow cytometry, 3 h; GFP as percent of DMSO wells; GFP response vs DMSO, % at 10 µM; hit rate 0.02% among 320,000;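 active means GFP response relative to DMSO above a set limit, near screen average plus 3 SD, cut at about 150% in these data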;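 further: median GFP channel fluorescence of the gated AGP1 strain per well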
# MEP2 TOR yeast: modulators of TOR pathway MEP2-GFP in S. cerevisiae; S. cerevisiae MEP2-GFP strain, flow cytometry GFP, 3 h; 100% = DMSO control level; GFP response vs DMSO, % at 10 µM; hit rate 0.51% among 330,000; AID 2016;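 active means GFP response versus DMSO above a set limit, roughly screen mean plus 3 SD, cut at about 180% in these data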;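 further: median GFP fluorescence of the barcode-gated MEP2-GFP cells per well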
# LAP4-GFP MLPCN: yeast TOR pathway LAP4-GFP modulation; S. cerevisiae LAP4-GFP multiplex, flow cytometry GFP, 3 h; median GFP as percent of DMSO wells; GFP response vs DMSO, % at 10 µM; hit rate 0.34% among 320,000; AID 2023;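 active means GFP response vs DMSO above a set limit, about the screen mean plus 3 SD, cut at about 150% in these data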
# CIT2 TOR yeast: yeast TOR pathway CIT2-GFP modulation | S. cerevisiae CIT2-GFP strain, flow cytometry, 3 h; 100 means same as DMSO wells | GFP response vs DMSO, % at 10 µM | hit rate 0.065% among 320,000;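 active means GFP response relative to DMSO above a set limit, near the screen mean plus 3 SD, cut at about 150% in these data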;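 further: ratio of well median GFP fluorescence to mean of DMSO wells on the plate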
# RPL19A TOR yeast: modulators of TOR pathway RPL19A-GFP in S. cerevisiae | hit rate 0.3% among 330,000 | S. cerevisiae RPL19A-GFP strain, flow cytometry, 3 h; active compounds read low | AID 2025 | percent response vs DMSO, % at 10 µM;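 active means percent response vs DMSO below 50%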;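 further: median channel GFP fluorescence of the barcoded RPL19A-GFP strain; ratio of sample median GFP to plate DMSO average so 100% = DMSO; lower means less RPL19A-GFP as with rapamycin TOR inhibition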
# CR mimetic SO: yeast age-related superoxide inhibition as caloric restriction mimetic | S. cerevisiae aged cells, superoxide DHE fluorescence; active compounds read low | superoxide response (% of plate mean), % at 10 µM | hit rate 0.18% among 330,000;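 active means superoxide response under a set limit, about three screen SD below normal, cut at about 65% in these data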;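 further: yeast aged for seven days with compound at 30 °C before DHE staining; 100% = average MFI of all compound-treated wells on the plate with controls excluded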
# VLA-4 inh: inhibition in a human VLA-4 binding assay. hit rate 0.2% among 330,000. inhibition, % (about 7 µM as worked out from the volumes in the protocol). VLA-4 expressing cells, ligand binding flow cytometry. P13612; in the data active means inhibition above about 50%
# GRK2 inh: inhibitors of human GRK2 displacing RNA aptamer | bead flow cytometry, FAM-aptamer displacement from GRK2 | P25098 | inhibition of aptamer binding, % at 10 µM | hit rate 0.59% among 330,000 | AID 488847;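 active means inhibition of aptamer binding above 40%, roughly 3 SD of noise, on plates passing a quality check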;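 further: median bead fluorescence of bound FAM aptamer so fluorescent compounds give negative values; no value below 0 was filed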
# Target sequence (P25098 whole entry, looked up): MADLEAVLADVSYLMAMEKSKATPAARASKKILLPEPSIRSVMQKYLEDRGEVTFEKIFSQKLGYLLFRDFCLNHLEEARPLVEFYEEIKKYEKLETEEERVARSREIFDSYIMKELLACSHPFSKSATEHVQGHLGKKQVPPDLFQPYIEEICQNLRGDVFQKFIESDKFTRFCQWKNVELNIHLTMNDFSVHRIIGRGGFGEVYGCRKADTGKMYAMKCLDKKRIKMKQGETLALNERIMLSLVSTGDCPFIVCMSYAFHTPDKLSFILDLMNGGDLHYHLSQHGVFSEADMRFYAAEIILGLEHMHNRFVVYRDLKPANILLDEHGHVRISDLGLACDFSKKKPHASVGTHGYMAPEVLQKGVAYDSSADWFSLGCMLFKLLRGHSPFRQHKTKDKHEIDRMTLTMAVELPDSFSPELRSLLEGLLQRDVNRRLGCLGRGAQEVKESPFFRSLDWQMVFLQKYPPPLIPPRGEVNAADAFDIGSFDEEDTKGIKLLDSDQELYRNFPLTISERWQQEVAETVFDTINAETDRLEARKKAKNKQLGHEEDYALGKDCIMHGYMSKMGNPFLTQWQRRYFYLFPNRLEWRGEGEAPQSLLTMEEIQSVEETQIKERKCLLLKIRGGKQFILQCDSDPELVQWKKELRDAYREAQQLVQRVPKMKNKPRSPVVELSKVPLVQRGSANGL
# An asterisk follows results filed as active; / = not tested or not shown.
SMILES,AGP1-GFP MLPCN,MEP2 TOR yeast,LAP4-GFP MLPCN,CIT2 TOR yeast,RPL19A TOR yeast,CR mimetic SO,VLA-4 inh,GRK2 inh
Cc1ccsc1C(=O)N(CC(C)C)c1c(N)n(Cc2ccccc2)c(=O)[nH]c1=O,101,99,105,110,98,94,10,2
Cc1ccc(CNC(=O)CN2CCC(C(N)=O)CC2)cc1,105,106,102,102,101,109,14,6
O=c1c2c(nc3cc(-c4ccccc4)[nH]n13)CCC2,100,98,89,93,97,95,18,0
COC(=O)c1cc2c(cc1NC(=O)CSCCc1ccccn1)OCO2,103,115,108,113,102,100,15,2
CCOC(=O)c1cc(-c2cccc([N+](=O)[O-])c2)nc2[nH]c(=O)[nH]c(=O)c12,105,102,98,106,104,103,-3,0
O=C(c1nc2nc(-c3ccc(Cl)cc3)cc(C(F)(F)F)n2n1)N1CCOCC1,97,101,96,103,95,101,11,5
COc1ccc(CCNc2nc(-c3cccnc3)cs2)cc1OC,95,102,101,92,99,109,16,0
CN1Cc2sc(N)c(C#N)c2CC1(C)C,38,106,100,119,100,103,-35,52*
Cc1ccc(Cl)cc1NS(=O)(=O)c1ccc(-n2cccn2)cc1,94,100,90,100,92,94,8,1
Cc1cc(NC(=O)Cn2nnc(-c3ccccc3N)n2)no1,93,89,94,91,95,99,0,5
CC1CCN(C(=O)c2[nH]cnc2C(=O)N(C)Cc2ccccc2)CC1,98,89,96,95,96,103,0,2
C=CCn1cc(C(=O)NCc2cccnc2)c(=O)c2cc(S(=O)(=O)N(CC)CC)ccc21,103,93,102,101,99,105,1,1
CCn1nnnc1NCc1ccc(Cl)cc1,96,100,84,102,101,101,9,0
O=C(O)Cc1coc2cc3c(cc12)CCC3,98,104,104,101,98,102,0,2
Cc1ccc(NS(=O)(=O)c2ccc(NC(=O)c3cccs3)cc2)c(C)c1,94,99,88,97,96,102,6,0
N#Cc1nc(-c2ccco2)oc1NCCCN1CCOCC1,96,97,97,96,98,93,6,0
Cc1c(C)c2ccc(OCC(=O)N3CCN(C(=O)C4COc5ccccc5O4)CC3)cc2oc1=O (stereo not drawn),99,105,95,97,99,107,7,0
Cc1ccc(S(=O)(=O)N(CC(=O)N/N=C/c2ccco2)Cc2ccccc2)cc1,93,93,92,100,95,93,23,4
O=C(CSC(=S)N1CCCC1)NCC(=O)Nc1ccc(F)c(F)c1,98,94,101,100,101,90,-2,1
COC(=O)CNS(=O)(=O)c1ccc(C)cc1,97,94,/,99,100,108,8,0
CC(=O)Nc1ccc(S(=O)(=O)Nc2ccc(S(=O)(=O)N3CCCC3)cc2)cc1,86,98,77,86,109,92,36,2
O=C(CSCC(=O)NC1CC1)Nc1ccccc1,106,111,99,108,105,90,10,3
CCCNC(=O)c1cc2nc(-c3ccccc3)cc(C(F)(F)F)n2n1,95,103,105,93,97,110,17,1
CC(C)CCNc1nc2c(c(=O)[nH]c(=O)n2C)n1CC(O)COC(C)C (stereo not drawn),88,99,100,90,96,87,4,3
O=C(Nc1ccc(F)cc1)c1ccc(COc2ccccc2)cc1,101,105,92,103,106,86,22,0
# Next section
SMILES,AGP1-GFP MLPCN,MEP2 TOR yeast,LAP4-GFP MLPCN,CIT2 TOR yeast,RPL19A TOR yeast,CR mimetic SO,VLA-4 inh,GRK2 inh
CC(C(=O)NC1CCCC1)N1C(=O)c2cccc3cccc1c23 (stereo not drawn),100,101,96,104,101,93,8,4
CC(=O)Nc1ccc(S(=O)(=O)NCc2csc(-c3cccnc3)n2)cc1,100,101,102,100,96,89,8,0
Cc1cc(C(=O)NNS(=O)(=O)c2cccc(Cl)c2)nn1C(C)(C)C,101,100,108,100,98,101,0,0
Nc1nc(Nc2ccccc2F)nc(NC2CCCCC2)c1[N+](=O)[O-],53,116,81,99,97,99,-11,0
CCOC(=O)C1=C(CN2CCCCCC2)NC(=O)NC1c1cccc([N+](=O)[O-])c1 (stereo not drawn),105,116,115,110,100,93,4,3
COc1ccc(CSc2ncn[nH]2)cc1[N+](=O)[O-],105,101,121,94,94,81,-6,5
CSCCC(NC(=O)c1ccc(Cl)cc1Cl)C(=O)NNC(=O)c1csc(N2CCOCC2)n1 (stereo not drawn),99,108,90,108,100,97,3,8
Cc1c(CN2CCC(C)CC2)c(=O)n(-c2ccccc2)n1C,93,108,102,100,91,101,0,1
Cc1ccc(S(=O)(=O)NCCC(=O)O)cc1,95,94,92,95,91,96,7,3
Cc1ccc(Cl)cc1NC(=S)NCc1cccn1C,105,114,110,108,106,115,27,0
CSc1sc(C(=O)N(C)C)cc1S(=O)(=O)C(C)C,105,97,106,99,94,120,16,1
COc1ccc(CNC(=O)c2cccc(S(=O)(=O)N3CCCCC3)c2)cc1OC,102,96,100,97,100,96,13,0
CC1(C(=O)N2CCC(CC3CC(c4ccc(Cl)cc4)=NO3)(C(=O)NCC3CCCCC3)CC2)CC1 (stereo not drawn),99,96,106,89,109,103,-19,0
COc1ccc(N(CC(=O)NCc2ccccc2)S(=O)(=O)c2c(C)n[nH]c2C)cc1,96,94,89,96,98,109,5,1
CNC(=O)CC1C(=O)N(Cc2ccccc2)C(=S)N1NC(=O)c1cccc(F)c1 (stereo not drawn),91,96,83,104,99,101,5,0
Cc1noc(C)c1COc1ccc(C(=O)N2CCN(c3ccccc3F)CC2)cc1,106,97,101,106,97,92,6,0
N#CC1(NC(=O)CSc2nnc(-c3ccccc3F)n2N)CCCCC1,99,97,104,89,94,94,2,2
O=C(CNC(=S)NC(=O)c1ccc(Br)o1)c1ccccc1,104,135,100,90,108,120,-1,0
CC(=O)c1c(C)[nH]c(C(=O)CSc2ccc(F)cc2)c1C,97,106,101,106,114,107,13,0
O=C(N/N=C/c1ccc(-c2cccc(C(F)(F)F)c2)o1)c1cccc(F)c1,105,103,114,105,102,96,/,0
C[C@H]1COC(=O)[C@@H](CC(=O)OC(C)(C)C)C/C=C\C[C@@H](CC(=O)N[C@H](CO)Cc2ccccc2)C(=O)N1,97,94,99,92,97,93,-7,0
COc1ccc(CC(=O)Nc2cc(C)ccn2)cc1,105,105,103,101,99,103,10,0
CCOc1ccc(CCNC(=O)COC(=O)Cc2ccc(F)cc2)cc1OCC,83,87,84,76,85,113,7,0
O=c1c2ccccc2c(-c2ccccc2)nn1-c1ccccn1,108,100,125,103,99,96,19,0
CC(C)OCCCNC(=O)CNC(=O)c1ccc(Cl)c(Cl)c1,101,90,104,88,99,89,2,2

# Four entries out of the list above, ordered by their value in LAP4-GFP MLPCN, highest first:
mol	LAP4-GFP MLPCN
COc1ccc(CC(=O)Nc2cc(C)ccn2)cc1	103
O=C(CSC(=S)N1CCCC1)NCC(=O)Nc1ccc(F)c(F)c1	101
N#Cc1nc(-c2ccco2)oc1NCCCN1CCOCC1	97
CSCCC(NC(=O)c1ccc(Cl)cc1Cl)C(=O)NNC(=O)c1csc(N2CCOCC2)n1 (stereo not drawn)	90

# (more compounds)
SMILES,AGP1-GFP MLPCN,MEP2 TOR yeast,LAP4-GFP MLPCN,CIT2 TOR yeast,RPL19A TOR yeast,CR mimetic SO,VLA-4 inh,GRK2 inh
CCOc1ccc(N2CC(C(=O)NCCN3C(=O)S/C(=C\c4ccc(OC)cc4)C3=O)CC2=O)cc1 (stereo not drawn),99,99,88,95,110,90,-2,1
COc1cccc(-c2nc(NC3CCCC3)c3ccccc3n2)c1O,98,100,110,107,74,119,-10,0
CN(C)c1cc(Nc2ccc(O)cc2)c([N+](=O)[O-])c2nonc12,105,98,112,100,100,88,12,1
O=C(CSc1nnnn1Cc1ccccc1)Nc1ccc2c(c1)OCO2,102,107,100,98,100,102,7,0
CCOc1ccc(C(=O)COC(C)=O)cc1,103,97,98,98,100,99,6,2
Cc1ccc(C(=O)Nc2c(N)nc(SCC(=O)Nc3cc(C)on3)[nH]c2=O)cc1,85,97,85,90,101,102,7,4
Cn1nc([N+](=O)[O-])nc1Oc1ccc(C(C)(C)C)cc1,98,95,108,93,102,116,-8,1
CCN(CC(=O)NCc1ccc(Cl)cc1)C(=O)/C=C/c1ccco1,108,96,104,97,104,103,15,0
COc1cc(C(=O)N2CCN(S(=O)(=O)c3ccc(C)cc3)CC2)ccc1OCc1c(C)noc1C,103,99,101,109,99,93,8,0
CCN(CCn1cccn1)Cc1nc(-c2ccccc2)no1,102,107,110,98,97,93,16,5
COc1ccc(CCC(=O)Nc2ccc(C)c(S(=O)(=O)N(C)C)c2)cc1OC,99,89,98,94,101,92,3,0
Cc1cccc(NC(=O)/C(=C\c2ccco2)NC(=O)c2ccccc2)c1,107,104,107,104,102,95,24,0
CCC(=O)Nc1ccc(CCC(=O)N2CCCC2)cc1,100,111,98,106,102,103,22,1
COc1ccc(NC(=O)NCCN2CCN(c3cccc(Cl)c3)CC2)cc1,95,93,91,92,96,99,17,3
Cc1ccc(C(=O)CN(CCC(=O)O)S(=O)(=O)c2ccc([N+](=O)[O-])cc2)cc1,102,104,100,99,100,108,41,0
Cc1ccccc1NC(=O)C(c1ccccc1)C1CCCC1 (stereo not drawn),104,105,93,104,107,99,-4,2
CCc1cc(=O)oc2cc(OCC(N)=O)c(Cl)cc12,91,86,/,92,94,113,5,4
CC1(C)CC(=O)C(CS(=O)(=O)c2ccccc2)=C(O)C1,99,99,87,107,101,116,3,0
Cc1cc(Cl)ccc1NNC(=O)c1snnc1C,114,106,100,119,109,101,5,0
COc1ccc(NS(=O)(=O)c2ccc3c(c2)N(C(C)=O)CCO3)cc1,96,97,98,106,96,81,-3,2
CCCCCCCCC(NC(=O)c1ccc(C#N)cc1)C(=O)NCCC (stereo not drawn),91,86,92,89,90,114,-1,2
CC1CCCC(C)N1C(=O)COC(=O)COc1ccccc1C#N (stereo not drawn),90,86,87,95,88,93,-10,3
CCN(CC)C(=O)c1ccc(/C=C/c2c[nH]c3ccccc23)[n+](C)c1,97,102,99,111,96,95,-165,1
COc1ccc(NS(=O)(=O)c2cc(NC(=O)c3ccc(C)s3)ccc2N2CCOCC2)cc1,98,98,100,90,97,85,9,1
O=P(COc1ccccc1)(c1ccccc1)c1ccccc1,/,93,100,87,94,91,-6,0
# Additional compounds:
SMILES,AGP1-GFP MLPCN,MEP2 TOR yeast,LAP4-GFP MLPCN,CIT2 TOR yeast,RPL19A TOR yeast,CR mimetic SO,VLA-4 inh,GRK2 inh
Cc1nn2c(-n3ccnc3)c3c(nc2c1-c1ccccc1)CCC3,95,100,108,89,100,113,9,0
Cc1[nH]nc(Sc2ccccn2)c1[N+](=O)[O-],104,85,99,99,105,91,9,0
Cc1ccc(NC(=O)N2CCCC2C(=O)Nc2nnc(C(C)C)s2)cc1 (stereo not drawn),106,96,98,105,99,122,-2,0
COc1cc(C2C(C#N)=C(N)Oc3c2ccc2ccccc32)ccc1OCC(=O)Nc1cccc(C)c1 (stereo not drawn),95,99,92,94,96,115,-1,0
CC1CC(C)CN(C(=O)CCNS(=O)(=O)c2ccc3c(c2)CCC(=O)N3)C1 (stereo not drawn),86,96,89,89,90,75,11,0
COc1cc(C)c(NC(=S)Nc2cccc(Cl)c2)cc1OC,98,100,102,99,100,96,4,0
CC(=O)c1cccc(NC(=O)C(Sc2ncnc3ccccc23)c2ccccc2)c1 (stereo not drawn),100,87,89,87,106,103,0,3
C=CC[C@@H](CC(=O)N(CCO)Cc1ccccc1)C(=O)N[C@@H](C)COC(=O)[C@@H](CC=C)Cc1ccc(F)cc1,105,94,95,98,102,102,2,3
COc1cccc(CN(C)CC(=O)Nc2ccccc2C(=O)Nc2ccccc2)c1,113,101,102,107,92,115,-18,0
O=[N+]([O-])c1cc(S(=O)(=O)Nc2ccccc2)ccc1N1CCN(c2ccc(O)cc2)CC1,107,110,99,91,107,96,0,0
